# Assay outcomes deposited in PubChem by National Center for Advancing Translational Sciences (NCATS).
# D1 antag – Antagonist of Human D 1 Dopamine Receptor: qHTS; D(1A) dopamine receptor (Homo sapiens), P21728; HEK293 TREx D1 cells, calcium flux, dopamine EC80; hits give low values; activity change, negative = inhibition, % at 10 µM; 360,000 tested, 3.2% active; AID 504652, 2011; in the data active = activity change below about -30%; also: % is scaled to controls: 0 for no effect and ±100 for the full control effect
#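 Allosteric or orthosteric antagonism assessed as attenuation of the calcium response to EC80 dopamine, added 180 s after compound, in induced HEK293 Trex D1 cells loaded with no-wash calcium dye.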
# D1 ag – Allosteric Agonists of the Human D1 Dopamine Receptor: qHTS; D(1A) dopamine receptor (Homo sapiens), P21728; HEK293 T-REx D1 cells, calcium flux, agonist mode; activation, % at 2 µM; 360,000 tested, 1% active; AID 504660, 2011; in the data active = activation above about 30%; also: 0% is about no effect
#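 Inducible HEK293 T-REx D1 cells, force-coupled to calcium signalling, were plated at 4000 cells/well with tetracycline and held overnight at 30 C. After no-wash calcium dye loading, compound-evoked calcium rise over 180 s flagged agonists.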
# GRP78 ERSR act – qHTS for Inducers of the Endoplasmic Reticulum Stress Response (ERSR) in Human Glioma: qHTS; 420,000 tested, 0.02% active; U87-MG GRP78 promoter luciferase reporter, 16 h; Potency, µM, for the others: top-dose activation, usual class: activators; also: potency is read from the fitted curve at half-maximal effect; series mostly up to about 76 µM; % of control where 0% means no effect; nearly all actives have a fitted effect of over 35% in size
#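 Stably transfected U87-MG human glioma cells carrying a GRP78-based luminescent sensor were seeded at 1000 cells/well, pin-dosed with compounds and incubated 16 h. Luciferase reagent was then added, and end-point luminescence was read after 10 min at room temperature.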
# D1 PAM – Potentiators of Human D1 Dopamine Receptor: qHTS | AID 504651, 2011 | D(1A) dopamine receptor (Homo sapiens), P21728 | HEK293 TREx D1 cells, calcium flux, dopamine EC20 potentiation | potentiation, % at 10 µM | 360,000 tested, 0.036% active; in the data active = potentiation above about 30%; also: 0% is about no effect
# LDHA block – qHTS assay for inhibitors of human lactate dehydrogenase; AID 1347041, 2019; 480,000 tested, 0.15% active; activity change, % (values are at about 110 or 230 µM); purified LDHA, NADH/diaphorase-resazurin fluorescence; hits give low values; L-lactate dehydrogenase A chain (Homo sapiens), P00338; in the data active = activity change below about -30%; inconclusive = mostly about -25% to -30%;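 also: plate controls were DMSO wells for no effect and wells without enzyme for full effect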
#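 LDH5 2 nM; NADH 0.06 mM, pyruvate 0.2 mM; 200 mM Tris pH 7.4, EDTA, Tween-20; 5 min RT. Detection: diaphorase 0.133 mg/mL + resazurin 37 µM, fluorescence ex540/em590 at 0 and 20 min; normalized to enzyme-free and DMSO wells.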
# RXFP1 ag – qHTS Assay for Agonists of the Relaxin Receptor RXFP1 | HEK293T-RXFP1 cAMP TR-FRET, 30 min; response scale: percent of porcine relaxin response, buffer zero | Potency, µM (doses to about 57.5 µM), without a hit: at the highest dose activation, most hits filed as activators | 370,000 tested, 0.3% active | AID 2676, 2010; also: potency is read from the fitted curve at half-maximal effect; % is scaled to controls: 0 for no effect and ±100 for the full control effect; nearly all actives have a fitted effect of over 60% in size; many of its hits are not listed in these tables
# Target sequence (Q9HBX9 whole entry, looked up): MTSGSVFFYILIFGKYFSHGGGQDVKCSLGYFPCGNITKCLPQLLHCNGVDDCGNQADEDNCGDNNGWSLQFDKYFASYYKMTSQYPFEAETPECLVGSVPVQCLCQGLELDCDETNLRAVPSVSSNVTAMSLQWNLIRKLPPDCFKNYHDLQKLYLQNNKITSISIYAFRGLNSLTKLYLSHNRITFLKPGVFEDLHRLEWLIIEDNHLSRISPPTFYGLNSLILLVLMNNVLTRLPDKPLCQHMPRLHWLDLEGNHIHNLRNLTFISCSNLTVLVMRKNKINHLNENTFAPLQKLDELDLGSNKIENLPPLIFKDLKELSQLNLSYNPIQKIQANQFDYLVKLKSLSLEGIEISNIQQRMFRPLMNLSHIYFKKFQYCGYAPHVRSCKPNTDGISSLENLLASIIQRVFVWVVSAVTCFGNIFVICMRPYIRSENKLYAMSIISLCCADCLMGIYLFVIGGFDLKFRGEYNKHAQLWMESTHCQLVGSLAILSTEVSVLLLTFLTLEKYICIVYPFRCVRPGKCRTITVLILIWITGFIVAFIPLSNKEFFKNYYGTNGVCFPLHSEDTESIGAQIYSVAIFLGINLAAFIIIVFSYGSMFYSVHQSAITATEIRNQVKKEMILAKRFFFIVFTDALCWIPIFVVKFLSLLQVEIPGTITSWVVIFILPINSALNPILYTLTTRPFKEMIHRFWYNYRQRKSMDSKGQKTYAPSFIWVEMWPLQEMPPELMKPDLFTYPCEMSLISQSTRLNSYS
#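 HEK293T cells stably expressing RXFP1 were pretreated with the PDE4 inhibitor Ro 20174, exposed to compounds for 30 min at 37C, lysed, and cAMP was read by TR-FRET. Data normalized to buffer (basal) and 29 nM porcine relaxin (100%).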
# Vif-A3F inh – qHTS for Inhibitors of Vif-A3F Interactions: qHTS; AID 602313, 2012; 390,000 tested, 0.2% active; Potency, µM (doses to about 46.1 µM), for inactives: top-dose activity, negative = active; HeLa A3F-eYFP + Vif (tagged APOBEC3F with the HIV-1 protein that degrades it), YFP fluorescence increase; also: potency is read from the fitted curve at half-maximal effect; % of control where 0% means no effect; nearly all actives have a fitted effect of over 65% in size
#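 HeLa cells stably expressing A3F-eYFP plus Vif, plated and incubated overnight at 37 deg C, then exposed to compounds overnight at 37 deg C. Blocked degradation read as raised yellow fluorescence (Ex 488/Em 500-530).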
# Vif-A3G inh – qHTS for Inhibitors of Vif-A3G Interactions: qHTS | HeLa A3G-eYFP + Vif (tagged APOBEC3G with the HIV-1 protein that degrades it), YFP fluorescence, overnight | Potency, µM (top dose mostly 46.1 µM), for inactives: at the top dose activity, negative = active, most hits filed as inhibitors | 410,000 tested, 0.076% active;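 also: potency is read from the fitted curve at half-maximal effect; % is scaled to controls: 0 for no effect and ±100 for the full control effect; nearly all actives have a fitted effect of over 60% in size; hits raise eYFP signal because A3G escapes Vif-driven loss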
#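 Read-out is eYFP fluorescence (Ex 488/Em 500-530) from Vif-expressing HeLa A3G-eYFP cells; more signal means A3G escaped Vif-mediated degradation. Cells plated overnight, compound pinned in, incubated overnight at 37 deg C.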
# D2 potentiator – HTS Assay for Positive Allosteric Modulators of the Human D2 Dopamine Receptor: Primary Screen for Potentiators; D(2) dopamine receptor (Homo sapiens), P14416; HEK293 T-REx D2, calcium flux, EC20 dopamine potentiation; potentiation, % at 10 µM; 340,000 tested, 0.34% active; AID 485347, 2010;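 active = potentiation over 3 SD above the plate norm, cut at about 30% in these data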; also: 0% is about no effect
#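 Primary screen. Calcium kinetics in induced HEK293 T-REx D2 cells: compound pre-addition 180 s, EC20 dopamine, 180 s more.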
# * = called active by the depositor; ? = inconclusive; / = no result given; & = joins results of further samples. Unless noted, calls follow the shape of the dose curve; as a rule, active = well fitted curve in the direction sought with a large enough effect; inconclusive = small, poorly fitted or top-dose-only effect, or another doubt; inactive = no such curve, though single readings can be large; an effect the other way counts as inactive or inconclusive. Not all compounds are listed; count on the stated rates, not on these rows.
no.	canonical_smiles	D1 antag	D1 ag	GRP78 ERSR act	D1 PAM	LDHA block
1	CCCCS/C(N)=N/N=C/c1ccccc1O	3	2	8%	-1	-3
2	COc1c2c(cc3oc(CO[C@@H]4O[C@H](CO)[C@@H](O)[C@H](O)[C@H]4O)cc(=O)c13)O[C@H](C(C)(C)O)C2	/	/	-4%	/	-4
3	COc1ccc(CN(C)C(=O)COC(=O)c2c(C)nn(-c3ccc(F)cc3)c2Cl)cc1	-20	5	0%	-4	-9
4	COc1ccc(-c2nc(CS(=O)CC(=O)NCc3ccc(F)cc3)c(C)o2)cc1OC (centres undefined)	-3	2	6%	-2	10&-11
5	CSCCC(NC(=O)CCN1C(=O)c2ccccc2C1=O)C(=O)O (centres undefined)	8	-1	-3%	-4	0
6	COC(=O)c1c(C)[nH]c(C(=O)CN(C)CC(=O)Nc2cccc(F)c2)c1C	-2	4	3%	-3	0
7	COc1ccc(CN2CCN(C(=O)c3ccc(-c4ccccc4)cc3)CC2)c(OC)c1OC	7	-3	-5%	-1	-4
8	COc1ccc(C2=NCCc3cc(OC)c(OC)cc32)cc1OC	9	2	-2%	-3	-4
9	CN(C)CCNc1oc(-c2ccccc2Cl)nc1S(=O)(=O)c1ccccc1	20	6	4%	0	-2
10	CN(C)C(=O)N1CCCC(C(=O)NCCc2ccccc2)C1 (centres undefined)	-3	7	1%	1	1

no.	RXFP1 ag	Vif-A3F inh	Vif-A3G inh	D2 potentiator
1	0.2%	-12%	-1%	2
2	/	-4%	6%	/
3	0.2%	-1%	3%	-3
4	-3.6%	-4%	-1%	-1
5	1.3%	-13%	-7%	8
6	-0.4%	-6%	-1%	-19
7	-2.8%	-3%	-10%	-8
8	6.5%	2%	-4%	12
9	0.4%	1%	3%	-4
10	1.1%	6%	1%	16

# Retrieved by structure from above, 2 records:
no.	canonical_smiles	D1 antag	D1 ag	GRP78 ERSR act	D1 PAM	LDHA block
8	COc1ccc(C2=NCCc3cc(OC)c(OC)cc32)cc1OC	9	2	-2%	-3	-4
3	COc1ccc(CN(C)C(=O)COC(=O)c2c(C)nn(-c3ccc(F)cc3)c2Cl)cc1	-20	5	0%	-4	-9

no.	RXFP1 ag	Vif-A3F inh	Vif-A3G inh	D2 potentiator
8	6.5%	2%	-4%	12
3	0.2%	-1%	3%	-3

# (more compounds)
no.	canonical_smiles	D1 antag	D1 ag	GRP78 ERSR act	D1 PAM	LDHA block
11	C[C@]12C[C@H](O)[C@@H]3c4ccc(O)cc4CCC3[C@@H]1CCC2=O (some centres undefined)	-9	3	-7%	-5	-1
12	CCCCN(C(=O)c1cccs1)c1c(N)n(Cc2ccccc2)c(=O)[nH]c1=O	/	/	-2%	/	-10
13	c1ccc(-c2nc(-c3cccs3)[nH]c2-c2ccccc2)cc1	0	0	-6%	-9	-7
14	Cc1cc(N2C(=O)C(=O)/C(=C(/O)c3ccc(F)cc3)C2c2cccc(Br)c2)no1 (centres undefined)	-4	2	-3%	0	-3
15	CC1(C)CN=C(c2ccccc2)NC1	/	/	-6%	/	-3
16	CC(=O)NC12CC3CC(C1)CC(C(=O)N(C)CC(=O)Nc1ccccc1Cl)(C3)C2	4	-1	-4%	9	-12
17	Cc1nc(N)[nH]c(=O)c1CC(=O)OCCCl	-2	0	-2%	-1	0
18	CNNC(=S)Nc1ccc(Cl)cc1	13	1	-1%	-5	-8
19	CC(O)(CS(=O)(=O)Cc1ccccc1)C(=O)Nc1cccc(C(F)(F)F)c1 (centres undefined)	/	/	-5%	/	4
20	O=C(COc1ccc(/C=N/NS(=O)(=O)c2ccccc2)cc1)Nc1cccc(Cl)c1	-10	3	-9%	-4	-2

no.	RXFP1 ag	Vif-A3F inh	Vif-A3G inh	D2 potentiator
11	-3.0%	5%	-6%	-6
12	/	-31%	0%	/
13	4.1%	0%	-2%	-4
14	7.7%	/	-17%	10
15	/	1%	2%	/
16	-1.1%	-15%	-1%	13
17	1.1%	1%	-2%	/
18	0.8%	-12%	1%	-6
19	1.2%	14%	0%	/
20	5.1%	/	-10%	10

# Remaining list, next part
no.	canonical_smiles	D1 antag	D1 ag	GRP78 ERSR act	D1 PAM	LDHA block
21	CCCC[C@@H](CN[C@H](C)CNC)NCC1CCC(C(C)(C)C)CC1 (some centres undefined)	-13	8	-11%	-1	-4
22	Cc1ccc(N2C(=O)CC(Cc3cccc(C)c3)C2=O)cc1 (centres undefined)	-8	1	0%	1	1
23	O=C(NCCCN1CCCC1=O)c1ccc2c(=O)n(-c3ccc(F)cc3)c(=S)[nH]c2c1	13	3	/	-2	/
24	O=C(CSc1nnc(-c2cccs2)n1-c1cccc(Cl)c1)c1cccc2c1OCCO2	3	5	-1%	4	-11
25	CCOc1ccccc1CNC(=O)c1ccccc1NC(=O)C1=CSCCO1	-3	4	-2%	0	-2
26	COc1cccc(CN2CCNC(=O)C2CC(=O)N(C)C2CCCCC2)c1OC (centres undefined)	/	/	-4%	/	4
27	O=C1/C(=C/c2ccccn2)SC(=S)N1c1ccc(O)cc1	-16	1	2%	6	1
28	Cc1ccccc1C(=O)N1CCN(CCc2ccccn2)CC1	2	1	1%	-2	-5
29	CCC(C)[C@H](NS(=O)(=O)c1ccc(F)cc1Br)C(=O)OC (some centres undefined)	/	/	-3%	/	0
30	CCOc1ccc(N2C(=O)CC(NNc3nc4ccccc4s3)C2=O)cc1 (centres undefined)	-19	1	-1%	-3	-9

no.	RXFP1 ag	Vif-A3F inh	Vif-A3G inh	D2 potentiator
21	0.0%	-1%	7%	-3
22	-0.8%	15%	8%	-1
23	1.3%	/	/	1
24	-0.3%	-7%	-3%	18
25	0.9%	6%	-2%	-8
26	/	5%	0%	/
27	7.9%	2%	0%	1
28	1.3%	-1%	1%	-6
29	/	5%	0%	/
30	0.0%	11%	-1%	1

# (list continues)
no.	canonical_smiles	D1 antag	D1 ag	GRP78 ERSR act	D1 PAM	LDHA block
31	CCOc1ccc(S(=O)(=O)N2CCCC(C(=O)NCc3ccncc3)C2)cc1C (centres undefined)	-4	8	-2%	-8	-4
32	CCC(CO)Nc1ncc([N+](=O)[O-])cc1C#N (centres undefined)	4	3	-2%	-2	-17
33	Cc1ccc2[nH]c3c(=O)n(CC(=O)NCCCN(C)Cc4ccccc4)ncc3c2c1	8	4	-4%	-7	0
34	CC1(C)Cc2c(sc(NC(=O)C(=O)N3CCCC3)c2C#N)CO1	-10	4	3%	-1	0
35	Cc1cccc(N2CCN(Cc3nc(-c4cccc(Oc5ccccc5)c4)oc3C)CC2)n1	6	3	4%	0	0
36	O=c1c(N2CCOCC2)c(N2CCOCC2)c1=O	-2	4	-5%	-1	-1
37	COc1cccc(CNC(=O)CCC2CCCN(C(=O)c3cccc(Cl)c3)C2)c1 (centres undefined)	6	0	-1%	-6	-1
38	COc1ccc(C2C(C(=O)Nc3cc(C)on3)c3ccccc3C(=O)N2C)cc1 (centres undefined)	1	3	-4%	0	-3
39	O=C(CC(=O)Nc1ccc(F)cc1F)Nc1ccc(F)cc1F	3	9	-1%	1	0
40	Cn1c[n+](C)cc1/C=N/O	/	/	-3%	/	?
41	CC(NCCN(C)C)C(=O)C12CC3CC(CC(C3)C1)C2 (centres undefined)	-3	6	-5%	8	-1
42	CC1CCCC(C)N1/N=C/c1ccccc1Br (centres undefined)	-18	1	-4%	0	-3
43	O=C(N/N=C/c1cccs1)c1cc(-c2ccncc2)nc2ccccc12	-10	2	-6%	0	-6

no.	RXFP1 ag	Vif-A3F inh	Vif-A3G inh	D2 potentiator
31	2.1%	4%	2%	-7
32	-1.2%	1%	1%	0
33	1.6%	6%	1%	-6
34	-1.8%	-1%	-3%	1
35	2.3%	3%	6%	3
36	0.4%	-12%	1%	2
37	0.3%	1%	-2%	17
38	3.9%	5%	-7%	-6
39	2.3%	-1%	-1%	-6
40	0.9%	-5%	1%	/
41	0.8%	-6%	-1%	2
42	-2.2%	-8%	2%	-5
43	1.0%	-17%	-60%	2

# A draw from above in order of count of non-hydrogen atoms, lowest first.
no.	canonical_smiles	D1 antag	D1 ag	GRP78 ERSR act	D1 PAM	LDHA block
36	O=c1c(N2CCOCC2)c(N2CCOCC2)c1=O	-2	4	-5%	-1	-1
34	CC1(C)Cc2c(sc(NC(=O)C(=O)N3CCCC3)c2C#N)CO1	-10	4	3%	-1	0
43	O=C(N/N=C/c1cccs1)c1cc(-c2ccncc2)nc2ccccc12	-10	2	-6%	0	-6
33	Cc1ccc2[nH]c3c(=O)n(CC(=O)NCCCN(C)Cc4ccccc4)ncc3c2c1	8	4	-4%	-7	0
35	Cc1cccc(N2CCN(Cc3nc(-c4cccc(Oc5ccccc5)c4)oc3C)CC2)n1	6	3	4%	0	0

no.	RXFP1 ag	Vif-A3F inh	Vif-A3G inh	D2 potentiator
36	0.4%	-12%	1%	2
34	-1.8%	-1%	-3%	1
43	1.0%	-17%	-60%	2
33	1.6%	6%	1%	-6
35	2.3%	3%	6%	3
